Screens deposited in PubChem BioAssay by National Center for Advancing Translational Sciences (NCATS).
APE1 inh: inhibitors of human APE1 endonuclease; recombinant APE1, TAMRA/BHQ-2 abasic DNA cleavage fluorescence; Potency, µM (highest dose often 65.8 µM), inactives show at the top dose activity change, negative = inhibition, hits mostly inhibitors; P27695; AID 2517; 0.35% of 350,000 active;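 further: potency means the concentration at half of the fitted maximal effect; plate controls were vehicle for no effect and reference inhibitor for full effect; nearly all actives have a fitted effect of over 55% in size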
Target sequence (P27695 whole entry, looked up): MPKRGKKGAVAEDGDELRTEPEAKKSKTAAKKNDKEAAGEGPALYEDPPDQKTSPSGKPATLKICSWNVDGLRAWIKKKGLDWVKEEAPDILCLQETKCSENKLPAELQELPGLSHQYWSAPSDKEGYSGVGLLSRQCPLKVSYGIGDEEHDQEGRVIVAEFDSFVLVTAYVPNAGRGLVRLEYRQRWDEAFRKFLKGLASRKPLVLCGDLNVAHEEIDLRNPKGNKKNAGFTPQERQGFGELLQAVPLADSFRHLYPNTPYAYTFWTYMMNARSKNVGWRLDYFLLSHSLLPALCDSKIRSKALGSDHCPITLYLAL
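Quantitative HTS: incision of a TAMRA/BHQ-2 double-stranded substrate bearing a tetrahydrofuran abasic site by 0.75 nM APE1 raises fluorescence. Substrate 50 nM final, added after 15 min compound preincubation at room temperature; progress as third-minus-first kinetic read difference.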
BLM helicase inh: inhibitors of human Bloom syndrome helicase BLM | P54132 | AID 2528 | Potency, µM (series often up to 56.1 µM), for inactives: at the highest dose activity change, negative = inhibition, actives largely listed as inhibitors | recombinant BLM DNA unwinding, fluorescence dequenching | 0.2% of 350,000 active;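 further: potency means the concentration at half of the fitted maximal effect; plate controls were vehicle for no effect and no enzyme for full effect; nearly all actives have a fitted effect of over 35% in size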
TRHR ag: agonists of human TRH receptor | P34981 | TRHR cells, calcium flux fluo-8, FDSS agonist mode | activation, % at 2 µM | 0.18% of 360,000 active | AID 493084; in the data active means activation above about 30%; further: 0% is about no effect
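Read-out: compound-evoked intracellular calcium rise in TRHR cells, fluo-8 dye, kinetic FDSS fluorescence at 1 s/cycle following a 10-cycle baseline. Cells cultured overnight before dye loading (30 min–1.5 h, RT).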
Anesthetic bind: candidate novel general anesthetic via apoferritin binding. P02791. apoferritin/1-aminoanthracene competitive binding, fluorescence. 0.074% of 350,000 active. Potency, µM (top dose mostly 77.5 µM), for inactives: at the top dose activity change, negative = displacement, hits mostly inhibitors; further: potency means the concentration at half of the fitted maximal effect; on the % scale 0 is the no-effect control and ±100 the full control effect; nearly all actives have a fitted effect of over 20% in size
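Probe: 1-aminoanthracene (50% saturated, PBS). Protein: horse-spleen apoferritin, 10 uM. Incubation: 10 min, room temperature. Detection: 380 nm excitation, 535 nm emission. Analysis: normalized response, four-parameter Hill.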
ALOX12 inh: ALOX12 (human) lipoxygenase inhibition. 1.1% of 580,000 active. AID 1671190. Potency, µM (titrated, usually from 108 µM), inactives show at the highest dose activity change, negative = inhibition, usual class: inhibitors. purified 12hLO, xylenol orange hydroperoxide absorbance; further: potency means the concentration at half of the fitted maximal effect; on the % scale 0 is the no-effect control and ±100 the full control effect
Target sequence (P18054 whole entry, looked up): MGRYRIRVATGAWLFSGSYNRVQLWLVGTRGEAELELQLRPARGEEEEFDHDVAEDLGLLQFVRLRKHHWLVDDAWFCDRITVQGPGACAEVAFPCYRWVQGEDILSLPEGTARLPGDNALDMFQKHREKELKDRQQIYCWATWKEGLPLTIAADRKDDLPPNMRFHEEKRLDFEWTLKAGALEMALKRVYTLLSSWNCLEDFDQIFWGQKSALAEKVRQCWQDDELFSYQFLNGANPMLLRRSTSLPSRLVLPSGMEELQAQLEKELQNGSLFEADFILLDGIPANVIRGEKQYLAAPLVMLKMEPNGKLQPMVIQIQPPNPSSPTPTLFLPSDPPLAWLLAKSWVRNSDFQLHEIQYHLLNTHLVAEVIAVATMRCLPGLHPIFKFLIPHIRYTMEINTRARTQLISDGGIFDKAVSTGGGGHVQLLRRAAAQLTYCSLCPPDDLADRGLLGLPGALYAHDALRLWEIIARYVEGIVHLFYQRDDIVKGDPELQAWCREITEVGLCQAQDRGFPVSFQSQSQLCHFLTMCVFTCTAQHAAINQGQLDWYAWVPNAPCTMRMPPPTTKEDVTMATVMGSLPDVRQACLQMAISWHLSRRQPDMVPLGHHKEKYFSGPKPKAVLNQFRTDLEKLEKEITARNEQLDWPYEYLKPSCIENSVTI
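Hydroperoxide product was detected by ferrous iron/xylenol orange as the 573 to 405 nm absorbance ratio. Arachidonic acid at 40 uM (final) was turned over for 30 min at room temperature by 150 nM human 12hLO, pH 7.0 Hepes buffer, after 15 min compound preincubation.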
POLI inh: inhibitors of human DNA polymerase iota; Pol iota fluorescent replication assay, 10 min; Potency, µM (titrated, usually from 115 µM), without a hit: top-dose activity, negative = inhibition, actives largely listed as inhibitors; 1% of 390,000 active; AID 588590; further: potency means the concentration at half of the fitted maximal effect
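Pol iota at 10 nM preincubated 15 min with compounds at room temperature; reaction started with fluorescent substrate, 50 nM final. Fluorescence read kinetically at 0 and 10 min; buffer-only wells as negative control.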
POLB inh: blocks human DNA polymerase beta activity | Potency, µM (top dose mostly 114 µM), for the others: at the top dose activity change, negative = inhibition, hits mostly inhibitors | 1.3% of 340,000 active | P06746 | AID 485314 | Pol beta primer extension/strand displacement, fluorescence kinetic; further: potency means the concentration at half of the fitted maximal effect; on the % scale 0 is the no-effect control and ±100 the full control effect
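Preincubation: enzyme (10 nM) with compound, 15 min, RT. Reaction: substrate added to 50 nM final. Reads: 0 and 10 min. Analysis: normalized, Hill fit.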
ERG-DNA inh: inhibitors of human ERG Ets domain-DNA interaction. P11308. fluorescence polarization, His-ERG Ets domain / labelled DNA. Potency, µM (series often up to 76.9 µM), for inactives: at the highest dose FP activity, negative = inhibition, most hits filed as inhibitors. 0.028% of 370,000 active; active means well fitted inhibition curve with a large enough effect in the polarisation, with a control signal flat; inconclusive means small, poorly fitted or top-dose-only effect, or effect the other way, or a change in a side signal; inactive means no such curve, though single readings can be large or run the other way; the % refers to the polarisation;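 further: polarization taken with two DNA probes labelled with fluorescein and Texas red; potency means the concentration at half of the fitted maximal effect; % of control where 0% means no effect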
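His-tagged ERG Ets domain (1 uM in the protein solution; 300mM KCl, 50mM Tris-HCl, 1mM EDTA, 1mM DTT, pH 7.5) received compound, then a probe mix of 5 nM fluorescein-DNA and 100nM Texas-615-DNA. Fluorescence polarization was read for both dyes.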
POLK inh: blocks human DNA polymerase kappa activity. Q9UBT6. purified Pol kappa, fluorescent DNA synthesis assay, 10 min. Potency, µM (highest dose often 107 µM), inactives show at the top dose activity, negative = inhibition, most hits filed as inhibitors. 0.53% of 400,000 active. AID 588579; further: potency means the concentration at half of the fitted maximal effect; on the % scale 0 is the no-effect control and ±100 the full control effect
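10 nM Pol kappa preincubated 15 min at room temperature with compounds, then reaction started with substrate at 50 nM final. Fluorescence read kinetically at 0 and 10 min; buffer-only wells served as negative control.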
The depositor's hits bear a star; ? = inconclusive; / = not tested or not shown; [ ] = remark or other dose. Unless noted, the call rests on the fitted dose curve; in most records, active means well fitted curve in the direction sought with a large enough effect; inconclusive means small, poorly fitted or top-dose-only effect, or another doubt; inactive means no such curve, though single readings can be large; an effect the other way counts as inactive or inconclusive. An excerpt. The share of hits here may be higher or lower than overall.

SMILES | APE1 inh | BLM helicase inh | TRHR ag | Anesthetic bind | ALOX12 inh | POLI inh | POLB inh | ERG-DNA inh | POLK inh
CCCOc1ccc(Cn2c(=O)sc3ccccc32)cc1 | / | -8.3% | -0.4 | 34.7%[activator] | 2.1% | 18.4% | 5.9% | 4.2% | 2.8%
CCOC(=O)C1=C(COC(=O)c2ccc(OC(C)C)cc2)NC(=O)NC1C (centres undefined) | -8.7% | / | -0.6 | / | -8.8% | -12.0% | / | 13.0% | -11.8%
CN(C)c1ccc(NC(=S)N(CCc2ccccc2)C2CC(=O)N(c3c(Cl)cccc3Cl)C2=O)cc1 (centres undefined) | 4.0% | -11.5% | -0.3 | -14.3% | 0.0% | 7.2% | -1.8% | 0.6% | -20.0%
CSCCC(NC(=O)OC(C)(C)C)C(=O)Oc1ccc2c(=O)c(-c3ccc4c(c3)OCCO4)coc2c1 (centres undefined) | -4.2% | -4.8% | 1.3 | -20.0% | 1.6% | ? | 30.3% | -0.9% | -26.1%
O=c1cc(Cl)[nH]c(=O)n1Cc1ccccc1 | 27.5% | -3.6% | 0.6 | -4.3% | -4.8% | 82.3%[activator] | -30.0% | -7.1% | -14.1%
O=C(Nc1ccc(N2CCOCC2)cc1)c1cccc(-n2cnnc2)c1 | -2.7% | -2.1% | -0.5 | ? | 0.3% | -6.9% | -2.5% | -1.7% | -18.7%
CC1CC(C)(C)NC(=S)N1CCC(=O)N1CCN(Cc2ccccc2)CC1 (centres undefined) | 13.1% | 1.2% | 0.4 | -0.9% | -2.8% | 152.5%[activator] | -2.5% | 12.5% | -8.0%
O=C(Nc1cccc(NC(=O)c2nccc3ccccc23)c1)c1ccco1 | -4.1% | 2.3% | -0.1 | ? | 18.0% | 7.9% | -25.6% | / | -12.3%[60.1 µM]
O=C(COc1ccccc1F)Nc1cc(S(=O)(=O)N2CCOCC2)ccc1N1CCOCC1 | -0.3% | -1.1% | -0.3 | -12.0% | 0.0% | 23.2% | 5.5% | -4.2% | -4.2%
COc1ccc(NC(=O)N2CCC(c3ccccc3)C2)c(OC)c1 (centres undefined) | -0.1% | 0.9% | -0.4 | -10.7% | -0.2% | 44.2%[activator] | 21.7% | 3.4% | 1.2%
COc1cccc(C(=O)NC2CCCc3c2cnn3-c2ccc(C)c(C)c2)c1OC (centres undefined) | -6.9% | -2.0% | -1.3 | -13.8% | -5.6% | -2.9% | -0.5% | -10.1% | 0.8%
O=C(Nc1cccnc1Cl)c1cccc(S(=O)(=O)N2CCOCC2)c1 | -5.7% | 0.1% | 0.5 | -4.8% | 7.9% | -17.9% | -3.6% | -1.3% | -5.2%
COc1ccc(/C=C/C(=O)C2(O)CCCCC2)cc1OC | -5.2% | -5.6% | 0.3 | -2.0% | -15.0% | -5.6% | 0.1% | 1.0% | 3.1%
Cc1ccc(C(C)C)c(OCCN(C)C)c1 | -4.1% | 0.6% | -0.6 | 1.2% | -9.3% | 21.8% | -2.8% | -1.5% | -1.9%
C/C(CC(=O)Nc1cccc(C(F)(F)F)c1)=N\NC(=O)C1CCCCC1 | -6.0% | -6.3% | 0.5 | ? | 0.1% | 14.6% | -17.1% | 1.3% | -11.9%
O=C(NCC1COc2ccccc2O1)c1cc2ccccc2o1 (centres undefined) | -2.4% | 0.8% | -0.1 | -5.9% | 0.0% | -3.6% | ? | -0.4% | -1.1%
CCCSCCCNC(=O)C1CCCN(C(=O)c2cnn(-c3ccccc3)c2-n2cccc2)C1 (centres undefined) | / | -4.1% | -1.9 | -7.7% | -9.7% | 29.3% | 3.5% | 0.7% | -16.5%
CCOC(=O)C1CCN(C(=O)CN(c2cc(OC)ccc2OC)S(=O)(=O)c2ccccc2)CC1 | 0.4% | 1.1% | -0.8 | -14.6% | 0.0% | -8.8% | 3.5% | -12.0% | -0.5%
Cc1ccc(C)c(OCC(=O)O/N=C(\N)c2cccnc2)c1 | -3.3% | -2.9% | 0.3 | -5.2% | 23.9% | 37.7%[activator] | -1.7% | -2.0% | -15.8%
COc1ccc(C2c3cc(OC)c(OC)cc3CCN2C(=O)c2ccccc2)cc1OC (centres undefined) | 14.7% | -1.9% | 0.7 | -11.0% | -7.8% | 13.3% | 10.9% | 1.8% | 5.1%
CCC(=O)N(C)CCc1cc2c(c(OC)c1/C=N/NC(=O)c1ccccc1O)OCO2 | 3.0% | -1.1% | -0.1 | 4.8% | -3.0% | 9.9% | 41.9% | -7.1% | -12.2%
CN1CCN(CCCNC(=O)Cn2ncc3c4ccccc4n(C)c3c2=O)CC1 | -4.1% | 31.1%[activator] | 0.9 | -8.7% | -1.8%[57.4 µM] | ? | 71.2% | 4.9% | -16.8%
CCOC(=O)c1nnc(-c2ccc(C)cc2)nc1Sc1ccccc1Cl | -5.5% | 0.5% | -0.6 | -4.6% | 15.2% | 19.8% | 9.5% | 1.5% | -11.5%
CN(C)/C=C/C(=O)c1cnc(-c2ccccc2)s1 | -1.2% | -6.1% | -0.3 | ? | ? | 40.1%[activator] | 26.4% | 11.4% | -13.0%
O=C(NCCN1CCN(Cc2ccccc2)CC1)c1cc2c(=O)[nH]c3ccccc3c2s1 | 10.7% | 11.2% | -0.3 | -16.8% | -28.3% | 19.7% | 23.8% | / | 10.3%
(next part)
SMILES | APE1 inh | BLM helicase inh | TRHR ag | Anesthetic bind | ALOX12 inh | POLI inh | POLB inh | ERG-DNA inh | POLK inh
CN(C(=O)CSc1nc2ccccc2[nH]1)c1ccc(F)cc1 | / | 0.3% | -0.3 | -11.4% | -1.4% | 28.0% | -9.9% | 2.5% | 12.9%
O=C(COC(=O)C1=COCCO1)Nc1ncc(Cl)cc1Cl | 9.0% | / | 1.5 | / | ? | -19.7% | / | 8.6% | -11.1%
CC(C)Oc1cc(NC(=O)CSCC(=O)Nc2cccc(C(F)(F)F)c2)c(Cl)cc1Cl | -2.9% | -20.9% | 3.5 | -13.8% | 16.7% | 2.2% | 8.5% | / | -12.0%
CC(NC(=O)c1ccccc1F)c1nnc(SCC(=O)Nc2nnc(C3CC3)s2)n1C (centres undefined) | 1.6% | / | -0.1 | / | -4.7% | 15.3% | / | -1.4% | 13.4%
Cc1ccc(N2C(=O)C(Cl)=C(N3CCCCCC3)C2=O)c(C)c1 | 4.7% | -11.3% | 0.8 | -17.2% | -118.0% | 126.0%[activator] | -0.7% | 4.4% | -9.4%
COc1ccc2c(c1)C(c1cccs1)=NNC(c1ccncc1)=N2 | 3.5% | -4.5% | -0.7 | -13.5% | 13.9% | -8.4% | 5.2% | 0.3% | 2.6%
CC(C)NC(=O)N(C)C[C@@H]1Oc2ccc(NC(=O)CCN3CCOCC3)cc2CC(=O)N([C@@H](C)CO)C[C@@H]1C | 31.8% | / | / | / | -6.2% | ? | / | -8.8% | 4.3%
c1cc2c(cc1C1CCCCC1)c1c3n2CCCNC3CCC1 (centres undefined) | 2.6% | -1.8% | -1.2 | ? | ? | -8.2% | -20.0% | -0.8% | -15.5%
COc1ccc(C2=[N+](C)CCn3cccc32)c(OC)c1 | 7.9% | -9.7% | 0.0 | 2.1% | ? | 33.6%[activator] | 32.5% | 0.3% | -2.7%
Cc1nn2c(NCCCn3ccnc3)cc(C(C)C)nc2c1-c1ccccc1 | 20.8% | -8.6% | -0.1 | 1.9% | 0.0% | 58.5%[activator] | 1.6% | -2.2% | -4.2%
Cc1ccc(C(=O)Nc2cccc(C(=O)OCc3cc(=O)n4c5c(sc4n3)CCCC5)c2)cc1 | / | -3.2% | -0.7 | 34.3%[activator] | -15.4% | -6.0% | -1.5% | -6.5% | -4.0%[60.1 µM]
C=CCNC(=O)CSc1ccc(Cl)cc1 | 1.2% | 0.2% | -0.4 | -4.4% | 0.0%[57.4 µM] | -8.4% | -1.9% | -2.4% | 5.3%
CCCCn1c(N)c(N(CCOC)C(=O)COC(=O)c2cc(CCC)c(C)s2)c(=O)[nH]c1=O | ? | / | 0.0 | / | ? | 34.0%[activator] | / | 1.1% | 0.6%
CCN1CCCC1CNC(=O)c1cc2c(=O)n(C)c3ccccc3c2n1C (centres undefined) | -5.3% | 44.6%[activator] | 0.7 | -3.4% | 80.3% | ? | 0.5% | -2.1% | -0.6%
COC(=O)c1ccccc1S(=O)(=O)N1CCC(C(=O)OCC(=O)NC2CCCCC2C)CC1 (centres undefined) | -12.1% | / | -0.9 | / | -2.0% | 1.1% | / | 8.2% | -10.7%
CN(C1CCCC1)C1CCN(C(=O)CNC(=O)/C=C/c2cccc(C(F)(F)F)c2)CC1 | 2.3% | 1.8% | 0.6 | -17.4% | -19.7% | 1.5% | -26.5% | 1.2% | 2.1%

Profiles from above.
Cc1ccc(C(C)C)c(OCCN(C)C)c1 in the list: APE1 inh: -4.1%; BLM helicase inh: 0.6%; TRHR ag: -0.6; Anesthetic bind: 1.2%; ALOX12 inh: -9.3%; POLI inh: 21.8%; POLB inh: -2.8%; ERG-DNA inh: -1.5%; POLK inh: -1.9%
O=C(COc1ccccc1F)Nc1cc(S(=O)(=O)N2CCOCC2)ccc1N1CCOCC1 in the list: APE1 inh: -0.3%; BLM helicase inh: -1.1%; TRHR ag: -0.3; Anesthetic bind: -12.0%; ALOX12 inh: 0.0%; POLI inh: 23.2%; POLB inh: 5.5%; ERG-DNA inh: -4.2%; POLK inh: -4.2%
